Bioassay records as filed in PubChem BioAssay.
CD40 NFkB inh: CD40 pathway inhibition in BL2 cells; BL2 NF-kB luciferase reporter, CD40L-induced, 4 h; inhibition, % at 10 µM; 0.94% of 83,000 active; AID 1053188;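 active = mean inhibition of at least 50% with a set share of replicates also reaching that level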;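 also: 0% = neutral control wells and 100% = IKK inhibitor VII at 50 µM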
Numbers without * were called inactive; & = joins results of further samples; [ ] = dose if it differs, or a comment.

smiles	CD40 NFkB inh
CCOc1cc(C(=O)NCC(=O)N/N=C/c2sccc2C)cc(OCC)c1OCC	11
O=[N+]([O-])c1cc(S(=O)(=O)N2CCCCC2)ccc1NCCCN1CCOCC1	8
O=C(NCc1ccncc1)C1CCCN(S(=O)(=O)c2cc(Cl)ccc2Cl)C1 (configuration not stated)	1
CCCCNC(=O)C1(C)CCCCN1C(=O)c1cc(C#N)cs1 (configuration not stated)	0
CN(Cc1c(O)ccc2c1oc(=O)c1ccccc12)C1CCCCC1	-49
C[C@H](O)C#Cc1ccc([C@@H]2[C@@H](CO)N3CCCCN(C(=O)c4cccc(F)c4)C[C@@H]23)cc1	10[25 µM]
COc1cccc(C(=O)Nc2cccc(OCC(=O)c3ccccc3)c2)c1	-7
CCCCCCCN1N=C(C)C(C(=O)c2ccccc2)C1=O (configuration not stated)	11
CN(C)S(=O)(=O)Nc1ccc(C(=O)O)cc1	27
O=C1CCCN1CCCNc1ncnc2sccc12	13
CC(NC(=O)C(C)(C)C)c1nc2ccccc2n1C (configuration not stated)	0
COc1cccc(C(O)c2nc(-c3ccc(OC)nc3)cs2)c1 (configuration not stated)	-19
CCc1nc(N2CCCC2)c(C#N)c2c1CCCC2	20
Cc1onc(-c2ccccc2)c1C(=O)Nc1ccc(N2CCOCC2)cc1	10
O=C(NCC(c1ccco1)N1CCOCC1)c1c(F)cccc1F (configuration not stated)	5
CC(=O)NCc1ccc(S(=O)(=O)NC(C(=O)O)C(C)C)cc1 (configuration not stated)	6
C[C@H](CO)N1C[C@H](C)[C@H](CN(C)C(=O)Nc2ccc3c(c2)OCO3)Oc2c(NS(=O)(=O)c3ccc(Cl)cc3)cccc2C1=O	-16[25 µM]
COc1ccc(NC(=O)N2CC[C@H]3[C@@H]2c2cc(Br)ccc2N(C)[C@H]3CO)cc1	-2[25 µM]
O=C(Nc1cccnc1)c1ccc(CSc2ccc(Cl)cc2)o1	-20
C[C@H]1CN([C@@H](C)CO)C(=O)Cc2cc(N(C)C)ccc2O[C@@H]1CN(C)Cc1ccc(-c2ccccc2)cc1	31[25 µM]
c1ccc2c(c1)CCN2CCN1CCc2ccccc21	11
CN1C[C@@H]2[C@H](c3ccccc31)[C@@H](CO)N2Cc1ccccc1Cl	0[25 µM]
O=C(CN(CC1CCCO1)C(=O)CNS(=O)(=O)c1ccc(F)cc1)NCc1ccco1 (configuration not stated)	1
O=C(NCCN1CCCc2ccccc21)C1CCC(=O)N(CCc2ccccc2)C1 (configuration not stated)	-1
COCCNC(=O)c1cnn2c1NC(c1ccco1)CC2C(F)(F)F (configuration not stated)	8
O=C(NCCN1CCOCC1)c1cccc(S(=O)(=O)N2CCCCC2)c1	-4
O=C(O)CNCC1COc2ccccc2O1 (configuration not stated)	0
O=C(CSc1nc(=O)[nH]c2c1CCCC2)Nc1cc(C(F)(F)F)cc(C(F)(F)F)c1	4
CC(C)(C)NC(=O)Cn1c(=O)n(CC(=O)NC(C)(C)C)c2ccccc21	12
CC(C)Nc1c([N+](=O)[O-])c(=O)oc2ccccc12	2
CCC(=O)Nc1nonc1-c1nc2ccccc2n1Cc1cccc2ccccc12	5
CC1CC(C)CN(C(=O)COC(=O)c2ccc3ccccc3n2)C1 (configuration not stated)	2
Cc1ccc(C)n1Cc1ccccc1Cl	7
COc1ccc2c3c([nH]c2c1)[C@H](CO)N(C(=O)CN(C)C)CC31CCN(Cc2cncnc2)CC1	-2[25 µM]
Cc1ccccc1S(=O)(=O)N1[C@@H]2CNC[C@H]1C2c1ccc(-c2cccc(C(=O)N(C)C)c2)cc1 (some centres not stated)	-10&2
CC(=O)Nc1ccccc1C(=O)N1CC2(C)CC1CC(C)(C)C2 (configuration not stated)	9

A draw from above in order of molecular weight, rising:
smiles	CD40 NFkB inh
CC1CC(C)CN(C(=O)COC(=O)c2ccc3ccccc3n2)C1 (configuration not stated)	2
COCCNC(=O)c1cnn2c1NC(c1ccco1)CC2C(F)(F)F (configuration not stated)	8
CC(C)(C)NC(=O)Cn1c(=O)n(CC(=O)NC(C)(C)C)c2ccccc21	12
O=C(NCCN1CCOCC1)c1cccc(S(=O)(=O)N2CCCCC2)c1	-4
CCC(=O)Nc1nonc1-c1nc2ccccc2n1Cc1cccc2ccccc12	5
O=C(CSc1nc(=O)[nH]c2c1CCCC2)Nc1cc(C(F)(F)F)cc(C(F)(F)F)c1	4
COc1ccc2c3c([nH]c2c1)[C@H](CO)N(C(=O)CN(C)C)CC31CCN(Cc2cncnc2)CC1	-2[25 µM]

(list continues)
smiles	CD40 NFkB inh
N#C[C@H]1[C@@H](c2ccccc2-c2ccccc2F)[C@@H](CO)N1C(=O)c1cccc(F)c1	0[25 µM]
O=C(C1CCOCC1)N1C[C@@H]2N[C@H](C1)C2c1ccc(-c2ccccc2F)cc1 (some centres not stated)	5&0[25 µM]
Cc1ccc(CCN2CC(C(=O)NCc3cccnc3)CC2=O)cc1 (configuration not stated)	7
COc1ccc(NC(=O)Cc2c(Cl)cccc2Cl)cn1	0
COc1ccc2oc(C(=O)OCC(=O)Nc3ccc(NC(C)=O)cc3)c(C)c2c1	-13
CCc1c(C)sc(NC(=O)OC)c1C(N)=O	-3
O=C(CC1C(=O)NCCN1CCCc1ccccc1)NCCc1ccccc1F (configuration not stated)	7
CC(C)(C)Cc1nnc(NS(C)(=O)=O)s1	9
CCC(C)(C)C(=O)Nc1cccc(Cl)c1C	8
CC(=O)n1c(=O)c2ccccc2c(=O)n1-c1ccccc1	1
CO[C@H]1CN(C)C(=O)c2cc(NC(=O)NC(C)C)ccc2OC[C@@H](C)N(C(=O)CN(C)C)C[C@@H]1C	2[25 µM]
Cn1cc(/C=N\O)nc2c(=O)n(-c3ccccc3)c(=O)nc1-2	-12
COc1ccc(C(=O)Nc2ccc3c(c2)OCCO3)c(OC)c1	-26
NC1=NC(=O)/C(=C/c2ccccc2OCC(=O)Nc2ccc(F)cc2)S1	1
O=C(c1ccccc1F)N1CC[C@H]2[C@H](CO)Nc3ccc(-c4ccccc4)cc3[C@H]21	9
O=C(C[C@@H]1C[C@H]2c3cc(NC(=O)C4CCOCC4)ccc3O[C@H]2[C@H](CO)O1)NC1CCCC1	-1
Cc1nn(CC(=O)N(C)C)c(C)c1S(=O)(=O)N1CCOCC1	4
Cc1cc(C)cc(C(O)c2ncc(-c3ccccc3F)[nH]2)c1 (configuration not stated)	1
Cc1cc2nc(C)c3c(n2n1)CCC3	10
O=C(NCc1ccncc1)c1cc(C(=O)C2CC2)c[nH]1	7
COc1cccc(NC(=O)CN(C)C(=O)CC2CC3CCC2C3)c1 (configuration not stated)	-5
COc1ccc2oc(=Nc3ccccc3)c(-c3nc4ccccc4[nH]3)cc2c1	-111
Cc1cccc(S(=O)(=O)N2C[C@@H]3[C@H](c4ccccc42)[C@H](CO)N3CC2CCCC2)c1	27[25 µM]
O=C(c1cc(-c2ccco2)on1)N1CCc2ccccc2C1	-24
CNc1nc(N(C)C)nc(N(C)C)n1	3
CCOC(=O)c1sc(-c2cccs2)nc1C	-43
Cc1ccc2cccnc2c1N	-2
C[C@@H]1C[C@H]2[C@@H]3CCC4=CC(=O)C=C[C@]4(C)[C@@]3(F)[C@@H](O)C[C@]2(C)[C@@]1(O)C(=O)CO	14[25 µM]
O=C(CCCc1cccs1)NCCc1c[nH]c2ccccc12	-14
CCN1[C@@H]2Cn3c(ccc(-c4ccccc4F)c3=O)[C@H]1[C@@H](C(=O)N1CCCCC1)[C@@H]2CO	-6[25 µM]
COc1ccccc1-c1ccc2c(c1)O[C@@H](CN(C)CC1CCOCC1)[C@H](C)CN([C@H](C)CO)S2(=O)=O	6[25 µM]
C[C@@H]1CN([C@H](C)CO)C(=O)c2ccccc2-c2ccccc2CO[C@@H]1CN(C)Cc1ccc(Cl)c(Cl)c1	46[25 µM]
CN(C)C(CNC(=O)c1ccc(NC(=O)c2cccs2)cc1)c1ccccc1 (configuration not stated)	-8
COc1ccc(CN2C[C@@H](O)COC[C@@H]3O[C@@H](CC(=O)N(C)C)CC[C@H]32)cc1	-5[25 µM]
Cn1c(=O)c2c(nc(NC3CCCCC3)n2CC(O)COc2ccccc2)n(C)c1=O (configuration not stated)	12
O=CN(CCNc1ccccc1)c1ccccc1	-42
COc1ccc2c(c1)CCc1cn3ncc(C#N)c3nc1-2	2
CSCCC(NC(=O)c1ccccc1Cl)C(=O)N1CCCCC1 (configuration not stated)	-2
N#Cc1nc(-c2cccs2)oc1N1CCOCC1	3
CCCCN(CC)C(=O)Cc1ccccc1OC	2
O=C(CNC(=O)c1ccc(Br)cc1)N/N=C/c1ccc[nH]1	6
Brc1ccc2[nH]ncc2c1	13
CC(=O)N1CCN(C(=O)c2ccc(NS(=O)(=O)c3cc(C)ccc3C)cc2)CC1	-6
Cc1sc(NC(=O)c2cccc(N3C(=O)CCC3=O)c2)nc1-c1ccccc1	-16
O=C(COC(=O)/C=C/c1ccccc1)NC(=O)NC1CCCCC1	-1
O=C(CN1CCN(Cc2ccccc2)C1=O)NCc1cccs1	0
CCC(=O)NCCc1nc2ccccc2n1CC	2
O=C(NC1CCC1)[C@H]1[C@H](CO)[C@H]2Cn3c(ccc(C4=CCCC4)c3=O)[C@H]2N1C(=O)C1CCCC1	5
CCOc1ccc(C(=O)N2CCN(c3cccc(Cl)c3)CC2)cc1	-3
CC(C(=O)Nc1ccccc1-c1ccccc1)N1CCOCC1 (configuration not stated)	0
CCCn1c(N)c(C(=O)CSc2n[nH]c(-c3ccccc3F)n2)c(=O)n(C)c1=O	12
CCOC(=O)N1CCN(C(=O)CCc2ccc(S(=O)(=O)NCCc3ccccc3)cc2)CC1	14
Nn1c(SCC(=O)Nc2ccc3c(c2)CCC3)nnc1C1CC1	8
O=C(CN1C(=O)NC2(CCCC2)C1=O)OCCOc1ccc(Br)cc1	3
O=C(c1cccnc1)N1CCCc2ccccc21	1
O=C(c1ccc(-n2cncn2)c([N+](=O)[O-])c1)N1CCN(S(=O)(=O)c2ccc(F)c(F)c2)CC1	18
Cc1cc(NCC(c2ccccc2)c2ccccc2)n2ncnc2n1	7
CO[C@H](CN(C)C(=O)C1CCOCC1)[C@@H](C)CN([C@@H](C)CO)S(=O)(=O)c1ccccc1	-3[25 µM]
COc1ccccc1NC(=O)C1CCCN(S(=O)(=O)c2ccccc2)C1 (configuration not stated)	10
N=C1SCC(=O)N1c1nc(-c2ccccc2)cs1	-50

(cont.)
smiles	CD40 NFkB inh
Cc1ccc(-c2c[nH]c(=S)n2-c2ccccc2)cc1	13
O=C(Cc1cccs1)N(c1ccccc1)C1C=CS(=O)(=O)C1 (configuration not stated)	2
Cc1ccc(/C=N/NC(=O)C[n+]2ccccc2)s1	12
CS(=O)(=O)N(CC(=O)NC1CC2CCC1C2)c1ccc(Oc2ccccc2)cc1 (configuration not stated)	-4
Cc1cccc(C)c1NC(=O)C1(NC(=O)c2cnccn2)CCCCC1	7
C[C@H]1CN([C@@H](C)CO)S(=O)(=O)c2ccc(C#CC(C)(C)O)cc2O[C@@H]1CN(C)Cc1ccc(F)cc1	1[25 µM]
COCCCn1c(SCC(=O)Nc2oc(C)c3c(C)n[nH]c(=O)c23)nc2sc3c(c2c1=O)CCC3	3
OC[C@H]1[C@@H](c2ccc(-c3ccc(F)cc3)cc2)[C@H]2CN(Cc3ccncc3)CCCCN21	-15[25 µM]
O=S(=O)(c1ccc(SCCOc2cccc(Br)c2)nc1)N1CCCC1	30
CCOC(=O)c1[nH]c2cc3c(cc2c1NC(=O)CN1CCc2ccccc2C1)OCO3	-2
CCN(c1ccccc1)S(=O)(=O)c1ccc(OC)c(NC(=O)C2CC2)c1	1
COc1cccc(SCC2(O)CCN(C(=O)c3ccc(Cl)cc3)CC2)c1	7
CCN(CC)CCNC(=O)c1ccc(NS(=O)(=O)c2ccc3c(c2)OCCO3)cc1	-3
O=C(CNC(=O)c1cccs1)Nc1cccc(S(=O)(=O)N2CCOCC2)c1	1
CCCn1c(C)cc(C(=O)Cn2nnc3ccccc3c2=O)c1C	24
O=C(NCc1ccccc1)c1cccc(OCC(=O)N2CCN(C(=O)c3ccco3)CC2)c1	7
C=CCn1c(CNC(=O)c2ccco2)nnc1SCC(=O)N1c2ccccc2Sc2ccccc21	10
O=C1CC(/C=C/c2cccnc2)=Nc2ccccc2N1	-11
COC(=O)c1c(C)[nH]c(C(=O)OC(C)C(=O)N(C)C2CCCCC2)c1C (configuration not stated)	-8
O=C(NCc1ccccn1)c1ccccc1OCc1ccc(F)cc1	14
CO[C@@H]1CN(C)C(=O)c2cc(NC(=O)C3CCCCC3)ccc2OC[C@H](C)N(Cc2cccnc2)C[C@H]1C	-8[25 µM]
COc1cccc(S(=O)(=O)N[C@H]2CC[C@@H](CC(=O)NC3Cc4ccccc4C3)O[C@@H]2CO)c1	-9[25 µM]
O=C(NCCCn1ccnc1)c1ccc(S(=O)(=O)N2CCOCC2)cc1	7
C[C@H](NC(=O)C[C@H]1CC[C@@H]2[C@@H](COc3ccc(NS(=O)(=O)c4ccc(Cl)cc4)cc3C(=O)N2C)O1)c1ccccc1	21[25 µM]

Part of the list above in a different format.
CC(NC(=O)C(C)(C)C)c1nc2ccccc2n1C (configuration not stated)
  CD40 NFkB inh: 0

COc1cccc(C(O)c2nc(-c3ccc(OC)nc3)cs2)c1 (configuration not stated)
  CD40 NFkB inh: -19

Going on with the list:
smiles	CD40 NFkB inh
CN(Cc1ccccc1)C(=O)COC(=O)COc1ccc(Cl)cc1	6
CCC(CC)c1nc2cc(OC)c(OC)cc2c(=O)o1	-5
N#CCCn1cc(C(=O)O)c(-c2cccs2)n1	12
O=S(=O)(Nc1ccc(-c2cnco2)cc1)c1ccccc1	1
O=C(COc1ccccc1)Nc1ccc2c(c1)nc1n2CCOC1	-74

Only part of the results is shown, so the mix of outcomes need not match the whole.
